Compound activity as filed in PubChem.
PI5P4K alpha inh – PI5P4K alpha (human) kinase inhibition; 330,000 compounds, 1.2% hits; P48426; AID 652105; PI5P4Kalpha enzyme, ADP-Glo luminescence, 60 min; stronger effect = lower value; max response, %; active means max response of -50% or lower; inconclusive means between -30% and -50%; inactive means -30% or higher; further: value at the top dose of about 77 µM; on the % scale 0 is the no-effect control and ±100 the full control effect
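Luminescence from ADP-Glo served as readout of PI5P4Kalpha activity in a qHTS format. Reaction: enzyme, substrate, compound, ATP at 5 microM final, 60 min at RT.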
IL2 activator – activators of IL-2 | IL-2 activation reporter assay, cell-based qHTS; stimulated with anti-CD3/CD4/CD28 beads; in transgenic mouse T cells | activation, % (series mostly up to about 46 µM) | 360,000 compounds, 0.065% hits | AID 652025; in the data active means activation above about 50%; inconclusive means mostly about 30% to 49%; further: 0% is about no effect
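Readout: EGFP and DsRed signals by fluorescent plate cytometry. Unstimulated transgenic mouse T cells received compound 60 min before antibody-bead stimulation, then incubated 18 h at 37 degrees C.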
GLP1R cytotox – cytotoxic in the GLP-1 receptor inverse agonist counter-screen | 410,000 compounds, 0.13% hits | HEK293 cAMP-luciferase reporter cells, luminescence, 24 h | Potency, µM (top dose mostly 38.3 µM), for inactives: at the highest dose activity change, negative = inhibition, usual class: inhibitors;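 further: loss of luciferase light is scored as toxicity; potency means the concentration at half of the fitted maximal effect; on the % scale 0 is the no-effect control and ±100 the full control effect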
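To flag toxic compounds, the library was rerun on cells for 24 hr at 37 deg C and 5% CO2. Viability-linked luminescence was captured 12 min after adding luciferase detection reagent.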
PLK1 PBD inh – inhibitors of human PLK1 polo-box domain binding; P53350; Plk1 PBD binding of FITC phosphopeptide, fluorescence polarization; Potency, µM, for inactives: max response, negative = inhibition, usual class: inhibitors; 360,000 compounds, 2.8% hits; AID 720504; further: potency means the concentration at half of the fitted maximal effect; series mostly up to about 57 µM; on the % scale 0 is the no-effect control and ±100 the full control effect; nearly all actives have a fitted effect of over 65% in size
Target sequence (P53350 whole entry, looked up, the tested form may be a part): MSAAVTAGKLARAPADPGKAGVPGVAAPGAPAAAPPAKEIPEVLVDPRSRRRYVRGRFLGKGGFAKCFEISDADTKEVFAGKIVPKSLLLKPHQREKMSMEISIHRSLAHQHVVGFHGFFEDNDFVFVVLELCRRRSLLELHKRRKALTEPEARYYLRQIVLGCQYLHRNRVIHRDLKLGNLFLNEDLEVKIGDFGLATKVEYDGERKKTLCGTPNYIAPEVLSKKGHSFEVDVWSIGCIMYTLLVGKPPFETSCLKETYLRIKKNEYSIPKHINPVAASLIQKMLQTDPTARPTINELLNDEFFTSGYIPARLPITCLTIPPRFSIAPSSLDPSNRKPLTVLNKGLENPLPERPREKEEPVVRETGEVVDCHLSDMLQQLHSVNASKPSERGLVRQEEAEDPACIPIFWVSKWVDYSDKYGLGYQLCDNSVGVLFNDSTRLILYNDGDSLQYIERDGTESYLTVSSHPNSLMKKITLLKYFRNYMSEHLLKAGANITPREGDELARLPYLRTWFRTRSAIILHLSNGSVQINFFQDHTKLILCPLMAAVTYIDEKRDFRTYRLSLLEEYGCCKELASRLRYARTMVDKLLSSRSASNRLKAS
GLP-1R inv ag – inverse agonists of human GLP-1 receptor; HEK293 GLP-1R CRE-luciferase, luminescence, 24 h; GLP-1R form is constitutively active; Potency, µM (series often up to 38.3 µM), inactives show at the highest dose activity change, negative = inhibition, actives largely listed as inhibitors; 410,000 compounds, 1.6% hits; AID 624417; P43220; further: potency means the concentration at half of the fitted maximal effect; on the % scale 0 is the no-effect control and ±100 the full control effect; nearly all actives have a fitted effect of over 55% in size
Target sequence (P43220 whole entry, looked up): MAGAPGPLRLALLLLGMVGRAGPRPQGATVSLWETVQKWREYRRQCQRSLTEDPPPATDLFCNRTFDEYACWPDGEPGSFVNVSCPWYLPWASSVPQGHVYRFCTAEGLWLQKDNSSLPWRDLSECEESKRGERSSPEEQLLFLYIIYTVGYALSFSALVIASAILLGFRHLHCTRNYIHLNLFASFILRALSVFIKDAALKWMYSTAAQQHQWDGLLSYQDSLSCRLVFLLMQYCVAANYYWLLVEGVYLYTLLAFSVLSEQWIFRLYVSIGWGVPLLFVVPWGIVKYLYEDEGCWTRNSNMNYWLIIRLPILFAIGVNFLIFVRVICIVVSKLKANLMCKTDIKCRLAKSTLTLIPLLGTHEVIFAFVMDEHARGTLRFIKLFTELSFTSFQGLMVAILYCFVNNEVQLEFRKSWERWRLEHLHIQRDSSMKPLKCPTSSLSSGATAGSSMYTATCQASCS
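Readout was luciferase luminescence, measured 12 min after detection reagent at room temperature. Beforehand, GLP-1R reporter HEK293 cells had sat 12 h, then received compounds for 24 hr at 37 deg C.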
EPAC1 antagonist – blocks human EPAC1 exchange factor; EPAC1 GEF assay, Rap1b-BODIPY-GDP exchange fluorescence; 360,000 compounds, 0.14% hits; Potency, µM (series often up to 115 µM), without a hit: top-dose activity change, negative = inhibition, hits mostly inhibitors; O95398;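 further: potency means the concentration at half of the fitted maximal effect; plate controls were vehicle for no effect and positive control for full effect; nearly all actives have a fitted effect of over 50% in size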
EPAC1 agonist – agonists of human EPAC1; O95398; EPAC1 agonist qHTS, biochemical assay; response scale: 100% = response to 6.5 mM cAMP; Potency, µM (series often up to 154 µM), for the others: at the top dose activation, usual class: activators; 360,000 compounds, 0.073% hits; AID 720707; further: potency means the concentration at half of the fitted maximal effect; nearly all actives have a fitted effect of over 60% in size
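Normalized to 6.5 mM cAMP, activity reflects EPAC1-catalysed release of BODIPY-GDP from Rap1B, followed kinetically over 30 min at 480 nm excitation, 540 nm emission. Reaction contained 100 nM EPAC1, 250 nM Rap1B-BODIPY-GDP, 50 uM GDP.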
PTHR1 ag – activates the human parathyroid hormone receptor PTHR1; 410,000 compounds, 0.075% hits; Potency, µM (series often up to 115 µM), inactives show at the highest dose activation, usual class: activators; AID 743266; HEK293 GP2 PTHR1 cells, GloSensor cAMP luminescence, 1 h; Q03431; further: potency means the concentration at half of the fitted maximal effect; nearly all actives have a fitted effect of over 55% in size; some results filed as inactive show a strong effect at the top dose; inactives centre near -15; many of its hits are not listed in these tables
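HEK-293-derived GP2 cells expressing PTHR1 and a GloSensor cAMP reporter, 3,000/well, plated overnight, given luciferin plus IBMX (each 0.5 mM as added) for 1 h at 37 °C, then compound for 1 h at 37 °C. Luminescence was read after 15 min at room temperature.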
GLP-1R agonist – GLP-1 receptor (human) agonism; Potency, µM (titrated, usually from 45.6 µM), for inactives: top-dose activation, hits mostly activators; 380,000 compounds, 0.007% hits; HEK293 GLP-1R CRE-luciferase, luminescence, 4-6 h; cells express a hypersensitive GLP-1R form; further: potency means the concentration at half of the fitted maximal effect; % of control where 0% means no effect
An asterisk follows results filed as active; i = inactive; ? = inconclusive; · = not tested or not shown; & = joins results of further samples; [ ] = another dose, or the depositor's remark. Unless noted, the call rests on the fitted dose curve; in most records, active means well fitted curve in the direction sought with a large enough effect; inconclusive means small, poorly fitted or top-dose-only effect, or another doubt; inactive means no such curve, though single readings can be large; an effect the other way counts as inactive or inconclusive. Only part of the results is shown; rates above refer to the full screens.

no.	SMILES	PI5P4K alpha inh	IL2 activator	GLP1R cytotox	PLK1 PBD inh	GLP-1R inv ag	EPAC1 antagonist	EPAC1 agonist	PTHR1 ag	GLP-1R agonist
1	Cc1cccc2cc(/C=N/NC(=O)c3ccncc3)c(Cl)nc12	-0.5	0.1	-10.5%	0.1%	-3.1%	7.1%	12.8%	i	6.5%
2	Cc1cc(C)c(NC(=O)COC(=O)c2cc([N+](=O)[O-])ccc2N2CCOCC2)c(C)c1	1.5	-0.5	5.0%	-24.6%	7.9%	-13.2%	-19.7%	i	5.2%
3	COc1ccc(C(=O)NCC(=O)N2CCN(C(=O)c3ccco3)CC2)cc1[N+](=O)[O-]	-2.0	-0.8	10.5%	1.0%	34.9%	8.2%	1.6%	i	-1.2%
4	CN(C)CC1CCC/C(=C/c2ccc(Cl)cc2)C1=O (configuration not stated)	17.6	-5.4	-11.2%	5.97µM*	-4.1%	-3.1%	-8.3%	-7.8%	2.5%
5	O=C(COC(=O)COc1cccc(F)c1)NCCC1=CCCCC1	0.5	2.2	5.4%	4.5%	16.4%	2.2%	-3.1%	i	13.2%
6	O=C(NCc1ccc2c(c1)OCO2)c1ccc(N2C(=O)C3CCCCC3C2=O)cc1 (configuration not stated)	3.1	-0.2	23.8%	-0.1%	7.3%	3.0%	-5.5%	i	0.3%
7	CC(C)CCn1c(CN2CCN(Cc3ccccc3)CC2)nc2c1c(=O)[nH]c(=O)n2C	·	-1.2	4.3%	-6.0%	0.0%	-0.7%	1.6%	-49.3%[inhibitor][57.5 µM]	1.4%
8	O=C(O)COc1ccc(NC(=O)c2ccc3c(c2)C(=O)N(Cc2ccccc2)C3=O)cc1	-13.3	1.3	-8.0%	2.1%	11.0%	-0.9%	-22.5%	-9.0%	-6.2%
9	COc1ccc(C(=O)N2CCN(c3c(C)cccc3C)CC2)cc1OC	0.6	-4.3	0.9%	-17.2%	4.5%	-20.0%	-7.5%	-16.6%	10.7%
10	CC1=C(C(=O)Nc2cc(C)ccc2C)C(c2cccs2)NC(=S)N1 (configuration not stated)	·	-0.2	8.5%	-7.5%	-20.3%	5.9%	-0.5%	i	-2.5%
11	O=C(OCc1ccc([N+](=O)[O-])cc1)c1ccc(N2CCCC2)c([N+](=O)[O-])c1	1.0	0.1	0.2%	1.1%	13.9%	6.2%	-2.3%	i	-6.2%
12	CNC[C@H](CC1CCCCC1)NC[C@H](CO)NCC1(c2ccccc2)CC1	2.5	-0.6	1.8%	-0.5%	?	-6.6%	11.5%	-23.5%	7.2%
13	C=CCn1c(SCC(=O)NC2CC2)nnc1-c1cccc(OC)c1	2.8	-1.5	2.6%	-7.4%	19.1%	-14.8%	1.0%	-11.2%	0.0%
14	CCC(CO)NCc1ccc2c(c1)n(C)c(=O)n2C (configuration not stated)	·	0.8	0.4%	-4.2%	2.2%	-3.1%	5.1%	24.1%	5.2%
15	COC(=O)C1=C(C)NC(C)=C(C(=O)OC)C1c1ccccc1OCc1c(C)no[n+]1[O-]	·	-1.8	?	-3.5%	21.1%	-3.8%	11.3%	i	15.5%
16	CSCCC1NC(=O)N(CC(=O)Nc2cccc3ccccc23)C1=O (configuration not stated)	-0.9	0.2	-3.6%	-2.6%	6.6%	-3.1%	-10.0%	-43.2%[inhibitor][57.5 µM]	-2.3%
17	CCCCCNC(=O)C(c1ccccc1)n1c(=O)c(-c2cc3ccccc3[nH]2)nc2ccccc21 (configuration not stated)	1.4	-0.2	·	-5.2%	?	-10.5%	9.5%	-13.5%	·
18	COc1cc(C(=O)Nc2ccncc2)c([N+](=O)[O-])cc1OC	-2.4	0.4	8.4%	4.9%	6.7%	5.2%	6.6%	-22.8%	3.9%
19	CCCc1c(C(=O)N2CCN(c3ccccc3OC)CC2)cnn1-c1ccccc1	-5.1	0.1	?	3.1%	?	-2.1%	0.4%	-7.3%	8.9%
20	O=C(Nc1ccc2c(c1)OCCO2)c1cncc(Br)c1	-0.6	0.3	1.8%	0.3%	?	0.6%	-1.1%	-28.6%	-12.3%
21	Cc1ccccc1NC(=O)Cc1nnc(SCC(=O)c2ccc(Br)cc2)n1C	·	-1.0	?	-10.9%	0.0%	18.6%	1.1%	-22.7%[57.5 µM]	-11.2%
22	COCCNC(=O)C1(C)CCCN(C(=O)c2c(-c3ccccc3)noc2C)C1 (configuration not stated)	-0.8	1.5	-8.9%	-10.3%	-2.0%	-11.6%	-3.7%	i	0.5%
23	COC(=O)c1ccccc1NC(=O)CNc1cc(OC)c(OC)cc1C	-4.8	2.9	-26.4%	-7.3%	8.6%	-4.1%	6.2%	-50.9%[inhibitor]	4.9%
24	COC1=CC(=O)C=C(OC)C1=O	-50.9*	-0.5	?	5.97µM*	?	-28.5%	-0.1%	-94.6%[inhibitor]	-13.5%
25	CCC(C)NC(=O)c1ccc2nc(Cc3ccc(OC)cc3)oc2c1 (configuration not stated)	1.4	-3.1	-7.3%&-2.5%	-2.1%	58.6%&10.2%[activator]	-0.5%	-3.8%	-6.9%	56.1%

For convenience, some entries already given:
no.	SMILES	PI5P4K alpha inh	IL2 activator	GLP1R cytotox	PLK1 PBD inh	GLP-1R inv ag	EPAC1 antagonist	EPAC1 agonist	PTHR1 ag	GLP-1R agonist
4	CN(C)CC1CCC/C(=C/c2ccc(Cl)cc2)C1=O (configuration not stated)	17.6	-5.4	-11.2%	5.97µM*	-4.1%	-3.1%	-8.3%	-7.8%	2.5%
5	O=C(COC(=O)COc1cccc(F)c1)NCCC1=CCCCC1	0.5	2.2	5.4%	4.5%	16.4%	2.2%	-3.1%	i	13.2%

(continued)
no.	SMILES	PI5P4K alpha inh	IL2 activator	GLP1R cytotox	PLK1 PBD inh	GLP-1R inv ag	EPAC1 antagonist	EPAC1 agonist	PTHR1 ag	GLP-1R agonist
26	O=C(Nc1ccc2c(c1)OCO2)c1ccc(Br)s1	·	-1.5	0.5%	-8.2%	?	-1.8%	4.0%	-7.7%[57.5 µM]	-9.1%
27	Cn1c(N)cc(=O)[nH]c1=S	8.6	-0.7	-16.6%	5.6%	6.0%	-17.1%	-8.2%	i	0.2%
28	Cc1ccc(CN(CC(O)COc2cccc3[nH]cc(C)c23)C(C)(C)C)cc1 (configuration not stated)	5.1	0.0	-14.8%	0.6%	?	-10.3%	-5.1%	-18.6%	9.4%
29	Cc1[nH]c2ccc(F)cc2c1CCN(Cc1ccncc1)C(=S)Nc1cccc(F)c1	0.5	-1.9	-14.4%	5.9%	?	-11.0%	-1.0%	-27.1%	-0.1%
30	O=C(CSc1nnc(CNC(=O)c2ccc(F)cc2)o1)c1ccccc1	0.6	-1.2	5.6%	-1.7%	-14.2%	-4.4%	6.4%	-23.0%	-3.6%
31	CCOc1cccc(C(=O)NC(c2ccccc2)C(C)C)c1 (configuration not stated)	3.3	-2.1	0.0%	-9.4%	?	-10.3%	-3.8%	i	7.3%
32	CS(=O)(=O)C1=NN2C(=N)/C(=C\c3ccc(OC(=O)c4ccco4)cc3)C(=O)N=C2S1	0.3	-1.0	-5.7%	?	33.1%[activator]	-21.3%	5.4%	-10.5%	-0.9%
33	O=C(Nc1ccccc1Br)c1ccc(OC(=S)N2CCOCC2)cc1	-9.9	-0.9	8.9%	29.9µM*	23.1%	10.8%	9.7%	-9.4%	8.0%
34	N#Cc1c2ccc(O)cc2n2ccccc12	6.7	6.7	290.1%[activator]	?	?	11.6%	6.2%	-24.7%	-1.5%
35	COc1ccc(NC2=CC(c3ccc(OC)cc3)N(c3ccc(OC)cc3)C2=O)cc1 (configuration not stated)	0.8	-0.4	-3.4%	23.8µM*	-19.7%	-3.2%	0.8%	i	-1.6%
36	Cc1ccc(S(=O)(=O)/C(C#N)=C/c2c(N3CCOCC3)nc3ccccn3c2=O)cc1	9.7	-0.1	-16.2%	-1.4%	10.1%	-5.9%	10.7%	-20.7%	-0.9%
37	CCc1ccc(CN(C)C(=O)C2CCC(=O)N(CCc3ccc(OC)cc3)C2)nc1 (configuration not stated)	2.3	-3.6	-2.6%	-0.4%	-29.1%	0.4%	0.1%	i	6.3%
38	FC(F)(F)C1=CC(c2ccccc2)=NCCN1	-0.2	-2.8	-3.9%	-0.6%	9.4%	1.4%	-10.1%	i	6.1%
39	Cc1ccc(C(=O)OCC(=O)N2CCC(c3ccccc3)=N2)cc1	-0.4	-0.2	-3.8%	2.7%	?	0.4%	-5.8%	-2.3%	7.6%
40	CCc1ccc2nc(N(CCN(C)C)C(=O)c3ccc4ncsc4c3)sc2c1	?	-1.1	2.8%	-29.6%	?	1.2%	3.7%	-22.9%	-5.7%
41	COC(=O)CSC1=C(C#N)C(c2ccc(C)o2)CC(=O)N1 (configuration not stated)	1.8	0.5	?	-13.0%	?	17.4%	12.7%	-72.1%[inhibitor]	5.0%
42	O=C(c1ccc(Cl)cc1)N1CCN(c2ccnc3cc(Cl)ccc23)CC1	1.4	-4.4	1.2%	-10.7%	?	?	12.0%	-26.8%	14.8%

Among those listed so far, three contain an aryl thioether with sulfur outside any ring:
no.	SMILES	PI5P4K alpha inh	IL2 activator	GLP1R cytotox	PLK1 PBD inh	GLP-1R inv ag	EPAC1 antagonist	EPAC1 agonist	PTHR1 ag	GLP-1R agonist
13	C=CCn1c(SCC(=O)NC2CC2)nnc1-c1cccc(OC)c1	2.8	-1.5	2.6%	-7.4%	19.1%	-14.8%	1.0%	-11.2%	0.0%
21	Cc1ccccc1NC(=O)Cc1nnc(SCC(=O)c2ccc(Br)cc2)n1C	·	-1.0	?	-10.9%	0.0%	18.6%	1.1%	-22.7%[57.5 µM]	-11.2%
30	O=C(CSc1nnc(CNC(=O)c2ccc(F)cc2)o1)c1ccccc1	0.6	-1.2	5.6%	-1.7%	-14.2%	-4.4%	6.4%	-23.0%	-3.6%
